Compound activity deposited in PubChem by Johns Hopkins Ion Channel Center.
TRPC4 PAM: positive allosteric modulators of TRPC4, primary screen, cell-based, mouse TRPC4beta, HEK293 mu-opioid, Fluo-4 calcium | B-score at 10 µM | actives 0.42% (n = 310,000) | DAMGO EC20, Fluo-4 Ca2+ flux; active compounds read high | AID 2227, 2009;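 active = B-score of calcium response area above 5 SD of library B-scores, with initial fluorescence ratio within 5 SD of library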;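 note: B-score of integrated fluorescence ratio over time as area under calcium response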
TRPC6 act: mouse TRPC6 channel activators, primary screen, cell-based, HEK293, membrane potential dye | HEK293-TRPC6 membrane potential dye fluorescence; active compounds read high | B-score at 10 µM | Short transient receptor potential channel 6 (Mus musculus), Q61143 | actives 0.13% (n = 310,000) | AID 2550, 2010;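 active = B-score of the integrated fluorescence ratio above library mean plus 3 SD, and starting fluorescence ratio within library mean plus 5 SD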;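 note: higher score means more depolarization so channel activation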
Target sequence (Q61143 whole entry, looked up): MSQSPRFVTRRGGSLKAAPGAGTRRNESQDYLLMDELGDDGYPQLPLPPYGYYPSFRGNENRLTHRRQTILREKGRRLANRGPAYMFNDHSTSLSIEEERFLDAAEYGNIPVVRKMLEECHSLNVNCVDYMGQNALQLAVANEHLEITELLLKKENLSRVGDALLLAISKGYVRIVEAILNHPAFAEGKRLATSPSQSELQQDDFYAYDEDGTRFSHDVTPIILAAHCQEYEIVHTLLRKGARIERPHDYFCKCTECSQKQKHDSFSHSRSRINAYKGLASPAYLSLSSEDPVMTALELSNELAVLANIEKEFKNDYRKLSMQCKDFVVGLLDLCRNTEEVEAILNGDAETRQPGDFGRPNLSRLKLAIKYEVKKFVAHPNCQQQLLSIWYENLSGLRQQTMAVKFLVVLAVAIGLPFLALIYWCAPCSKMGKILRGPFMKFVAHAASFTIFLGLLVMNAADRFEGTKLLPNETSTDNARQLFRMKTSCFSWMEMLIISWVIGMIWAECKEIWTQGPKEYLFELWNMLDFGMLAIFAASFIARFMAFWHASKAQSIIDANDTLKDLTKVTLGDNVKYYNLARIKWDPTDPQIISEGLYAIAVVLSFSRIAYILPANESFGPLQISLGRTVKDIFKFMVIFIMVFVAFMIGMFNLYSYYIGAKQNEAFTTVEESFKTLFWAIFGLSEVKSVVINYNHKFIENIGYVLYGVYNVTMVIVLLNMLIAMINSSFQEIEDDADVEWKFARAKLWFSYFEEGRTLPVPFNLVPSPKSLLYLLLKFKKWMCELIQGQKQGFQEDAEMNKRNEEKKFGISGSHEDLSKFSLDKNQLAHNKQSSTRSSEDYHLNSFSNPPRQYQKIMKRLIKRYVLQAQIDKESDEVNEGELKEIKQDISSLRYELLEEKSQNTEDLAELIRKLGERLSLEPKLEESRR
TRPC6 inh: mouse TRPC6 channel inhibitors, primary screen, cell-based, HEK293, membrane potential dye; Short transient receptor potential channel 6 (Mus musculus), Q61143; ACh-evoked depolarization; active compounds read low; B-score at 10 µM; actives 1.1% (n = 310,000);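 active = B-score under library mean minus 3 SD, initial fluorescence not abnormally high, positive integrated signal ratio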;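 note: B-score derived from integrated fluorescence ratio over the kinetic read; more negative B-score means stronger inhibition of depolarization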
MrgX1 allo act: positive allosteric modulators of MrgX1, primary screen, HEK293 cells, Fluo-4 calcium flux. FDSS; active compounds read high. B-score at 10 µM. actives 0.63% (n = 310,000). Mas-related G-protein coupled receptor member X1 (Homo sapiens), Q96LB2;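 active = plate-corrected calcium response at least 3 library SD above typical, normal starting fluorescence, not activating the receptor alone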;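 note: compound read alongside a low EC10 to EC30 dose of BAM8-22 agonist; peak minus trough fluorescence over baseline measured at the second addition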
TMEM16A act: TMEM16A chloride channel activators or potentiators, primary screen, cell-based, HTS; Anoctamin-1 (Mus musculus), Q8BHY3; HEK293 TMEM16A/YFP-H148Q/I152L, iodide quench fluorescence; active compounds read low; B-score at 10 µM; actives 0.3% (n = 340,000); AID 623877, 2012;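 active = fluorescence-ratio B-score plate-corrected deviation score at least 3 library SD below zero, with starting fluorescence score within 5 deviations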;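 note: channel opened by trigger with iodide after compound preincubation; score built on the fluorescence ratio of max minus min over baseline; more negative score means more quench and so TMEM16A activation or potentiation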
TRPC4 inh: inhibitors of mouse TRPC4 channel, primary screen, Fluo4 calcium, HEK293 TRPC4beta/mu-opioid cells. B-score at 10 µM. actives 0.39% (n = 300,000). AID 2247, 2010. DAMGO-evoked Fluo4 calcium flux; active compounds read low;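 active = B-score over 3 SD under the library average, no early fluorescence shift, positive overall ratio signal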
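System: stable TRPC4beta/mu-opioid receptor HEK293 cells; Dosing: single-point compound dosing; Measured by: Fluo4 Ca2+ flux fluorescence; Read-out basis: per-well B score of integrated baseline-normalized Fluo4 ratio.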
MrgX1 antagonist: antagonists of human MrgX1 receptor, primary screen, HEK293 cells, Fluo-4 calcium flux. Mas-related G-protein coupled receptor member X1 (Homo sapiens), Q96LB2. BAM8-22 antagonism; active compounds read low. B-score at 10 µM. actives 1.3% (n = 310,000);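 active = calcium-response B-score plate-corrected more than 3 library SD below zero, starting fluorescence within 5 deviations, no agonist response on first addition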;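 note: peak minus trough fluorescence over baseline after final BAM8-22 challenge near maximal dose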
TMEM16A inh: TMEM16A chloride channel inhibitors, primary screen, cell-based, HTS. Anoctamin-1 (Mus musculus), Q8BHY3. HEK293 TMEM16A/YFP iodide influx fluorescence, ionomycin. normalized B-score (activity score, 25-100; higher = stronger inhibition) at 10 µM. actives 1.2% (n = 310,000);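 active = ratio plate-corrected score three or more library SD toward inhibition, starting fluorescence score within five deviations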;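 note: score derived from kinetic fluorescence span divided by baseline fluorescence per well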
TRPC4 agonist: activators of mouse TRPC4 channel, primary screen, Fluo4 calcium, HEK293 TRPC4beta/mu-opioid cells; Fluo4 calcium fluorescence; active compounds read high; B-score at 10 µM; actives 0.49% (n = 310,000);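 active = B-score above 5 SD of library B-scores, and initial fluorescence ratio not above library mean plus 5 SD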;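 note: positive B-score marks a calcium rise read as TRPC4 activation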
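system = HEK293 cells stably co-expressing mouse TRPC4beta and mu-opioid receptor | schedule = Fluo4 dye loading 45 min at room temperature, 110 s recording | measure = B-scored integrated calcium fluorescence ratio | signal = Fluo4 calcium-sensitive dye fluorescence, kinetic, 1 Hz baseline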
MrgX1 ag: agonists of human MrgX1 receptor, primary screen, HEK293 cells, Fluo-4 calcium flux. Fluo-4 calcium fluorescence, agonist mode; active compounds read high. actives 0.44% (n = 310,000). AID 588627, 2011. B-score at 10 µM. Mas-related G-protein coupled receptor member X1 (Homo sapiens), Q96LB2;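 active = calcium response B-score plate-corrected fluorescence ratio at least 3 library SD, with starting fluorescence B-score inside 5 SD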
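System – MrgX1-expressing HEK293 cells · Incubation – cells plated overnight, dye loaded 0.5 h 37 °C, 0.5 h room temperature · Technique – kinetic Fluo-4 NW fluorescence of intracellular calcium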
RGS4 block: RGS4 inhibitors, primary screen, cell-based, HEK293 M3R inducible RGS4, calcium flux | Regulator of G-protein signaling 4 (Homo sapiens), P49798 | Fluo-4 calcium flux; active compounds read high; triggered by carbachol at its EC20 | B-score at 10 µM | actives 0.45% (n = 310,000);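 active = B-score, a plate-corrected calcium signal, over three deviations above library mean, with baseline fluorescence within five deviations of library mean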;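 note: RGS4 expression induced by doxycycline in cells with stable M3 receptor; B-score is computed from the integrated fluorescence ratio over baseline after carbachol; higher B-score means a larger calcium signal and so more RGS4 inhibition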
Calls only.

What do the screens show for `O=C(O)CSc1ccnc2cc(Cl)ccc12`?
TRPC4 PAM: inactive; TRPC6 act: inactive; TRPC6 inh: inactive; MrgX1 allo act: inactive; TMEM16A act: inactive; TRPC4 inh: inactive; MrgX1 antagonist: inactive; TMEM16A inh: inactive; TRPC4 agonist: inactive; MrgX1 ag: inactive; RGS4 block: inactive

How did CC(=O)OCN(C#N)c1nc(N(C)C)nc(N(C)C)n1 do in these assays?
TRPC4 PAM: inactive; TRPC6 act: inactive; TRPC6 inh: inactive; MrgX1 allo act: inactive; TRPC4 inh: inactive; MrgX1 antagonist: inactive; TMEM16A inh: inactive; TRPC4 agonist: inactive; MrgX1 ag: inactive; RGS4 block: inactive

What do the screens show for `COc1ccccc1C1=NOC(C)(c2nnc(Cc3ccccc3)o2)C1` (stereo not given)?
TRPC4 PAM: inactive; TRPC6 act: inactive; TRPC6 inh: inactive; MrgX1 allo act: inactive; TMEM16A act: inactive; TRPC4 inh: inactive; MrgX1 antagonist: inactive; TMEM16A inh: inactive; TRPC4 agonist: inactive; MrgX1 ag: inactive; RGS4 block: inactive

Results for COc1ccc(NC(=O)C23CCC(C)(C(=O)O2)C3(C)C)cc1 (stereo not given) ?
TRPC4 PAM: inactive; TRPC6 act: inactive; TRPC6 inh: inactive; MrgX1 allo act: inactive; TMEM16A act: inactive; TRPC4 inh: inactive; MrgX1 antagonist: inactive; TMEM16A inh: inactive; TRPC4 agonist: inactive; MrgX1 ag: inactive; RGS4 block: inactive

Results for COC(=O)CSc1nc2ccccc2nc1SCC(=O)OC ?
TRPC4 PAM: inactive; TRPC6 act: inactive; TRPC6 inh: inactive; MrgX1 allo act: inactive; TMEM16A act: inactive; TRPC4 inh: inactive; MrgX1 antagonist: inactive; TMEM16A inh: inactive; TRPC4 agonist: inactive; MrgX1 ag: inactive; RGS4 block: inactive

What do the screens show for `O=C(O)CS(=O)(=O)c1ccc(C(F)(F)F)cn1`?
TRPC4 PAM: inactive; TRPC6 act: inactive; TRPC6 inh: inactive; MrgX1 allo act: inactive; TMEM16A act: inactive; TRPC4 inh: inactive; MrgX1 antagonist: inactive; TMEM16A inh: inactive; TRPC4 agonist: inactive; MrgX1 ag: inactive; RGS4 block: inactive

How did CCN(Cc1nc(-c2ccccc2)no1)C(=O)c1ccoc1C do in these assays?
TRPC4 PAM: inactive; TRPC6 act: inactive; TRPC6 inh: inactive; MrgX1 allo act: inactive; TMEM16A act: inactive; TRPC4 inh: inactive; MrgX1 antagonist: inactive; TMEM16A inh: inactive; TRPC4 agonist: inactive; MrgX1 ag: inactive; RGS4 block: inactive

What do the screens show for `CC(NC(=O)COC(=O)c1cn(-c2ccccc2)nc1-c1cccs1)c1ccccc1` (stereo not given)?
TRPC4 PAM: inactive; TRPC6 act: inactive; TRPC6 inh: inactive; MrgX1 allo act: inactive; TMEM16A act: inactive; TRPC4 inh: inactive; MrgX1 antagonist: inactive; TMEM16A inh: inactive; TRPC4 agonist: inactive; MrgX1 ag: inactive; RGS4 block: inactive

How did Cc1nc2sc(C(c3cccc(F)c3)N3CCC(O)CC3)c(O)n2n1 (stereo not given) do in these assays?
TRPC4 PAM: inactive; TRPC6 act: inactive; TRPC6 inh: inactive; MrgX1 allo act: inactive; TMEM16A act: inactive; TRPC4 inh: inactive; MrgX1 antagonist: inactive; TMEM16A inh: inactive; TRPC4 agonist: inactive; MrgX1 ag: inactive; RGS4 block: inactive

Results for CN(C(=O)c1cccc(N2C(=O)C3CC=CCC3C2=O)c1)C1CCCCC1 (stereo not given) ?
TRPC4 PAM: inactive; TRPC6 act: inactive; TRPC6 inh: inactive; MrgX1 allo act: inactive; TMEM16A act: inactive; TRPC4 inh: inactive; MrgX1 antagonist: inactive; TMEM16A inh: inactive; TRPC4 agonist: inactive; MrgX1 ag: inactive; RGS4 block: inactive

What do the screens show for `O=C(Nc1ccccc1)N1CCc2ccccc2C1`?
TRPC4 PAM: inactive; TRPC6 act: inactive; TRPC6 inh: inactive; MrgX1 allo act: inactive; TMEM16A act: inactive; TRPC4 inh: inactive; MrgX1 antagonist: inactive; TMEM16A inh: inactive; TRPC4 agonist: inactive; MrgX1 ag: inactive; RGS4 block: inactive

What do the screens show for `CCCCCC(C)NC(=O)c1ccoc1C` (stereo not given)?
TRPC4 PAM: inactive; TRPC6 act: inactive; TRPC6 inh: inactive; MrgX1 allo act: inactive; TMEM16A act: inactive; TRPC4 inh: inactive; MrgX1 antagonist: inactive; TMEM16A inh: inactive; TRPC4 agonist: inactive; MrgX1 ag: inactive; RGS4 block: inactive

How did O=C(CSc1nc(=O)n(CCCN2CCOCC2)c2c1CCCC2)Nc1ccccc1Cl do in these assays?
TRPC4 PAM: inactive; TRPC6 act: inactive; TRPC6 inh: inactive; MrgX1 allo act: inactive; TMEM16A act: inactive; TRPC4 inh: inactive; MrgX1 antagonist: inactive; TMEM16A inh: inactive; TRPC4 agonist: inactive; MrgX1 ag: inactive; RGS4 block: inactive

How did O=C(NCCCn1ccnc1)c1ccc(Cl)cc1 do in these assays?
TRPC4 PAM: inactive; TRPC6 act: inactive; TRPC6 inh: inactive; MrgX1 allo act: inactive; TMEM16A act: inactive; TRPC4 inh: inactive; MrgX1 antagonist: inactive; TMEM16A inh: inactive; TRPC4 agonist: inactive; MrgX1 ag: inactive; RGS4 block: inactive

What do the screens show for `CC(=O)c1ccc(C(=O)N2CCCC(N3CCN(c4ccc(F)cc4)CC3)C2)s1` (stereo not given)?
TRPC4 PAM: inactive; TRPC6 act: inactive; TRPC6 inh: inactive; MrgX1 allo act: inactive; TMEM16A act: inactive; TRPC4 inh: inactive; MrgX1 antagonist: inactive; TMEM16A inh: inactive; TRPC4 agonist: inactive; MrgX1 ag: inactive; RGS4 block: inactive

Results for O=C(Nc1ccc(C(=O)N2CCCC2)cc1)c1ccc2c(c1)OCO2 ?
TRPC4 PAM: inactive; TRPC6 act: inactive; TRPC6 inh: inactive; MrgX1 allo act: inactive; TMEM16A act: inactive; TRPC4 inh: inactive; MrgX1 antagonist: inactive; TMEM16A inh: inactive; TRPC4 agonist: inactive; MrgX1 ag: inactive; RGS4 block: inactive

What do the screens show for `Cn1c(=O)c2c(ncn2CC(COCc2ccccc2Cl)OCc2ccccc2Cl)n(C)c1=O` (stereo not given)?
TRPC4 PAM: inactive; TRPC6 act: inactive; TRPC6 inh: inactive; MrgX1 allo act: inactive; TMEM16A act: inactive; TRPC4 inh: inactive; MrgX1 antagonist: inactive; TMEM16A inh: inactive; TRPC4 agonist: inactive; MrgX1 ag: inactive; RGS4 block: inactive

How did CCCNC(=O)Nc1cc(OC)c(OC)cc1Cc1nccc2cc(OC)c(OC)cc12 do in these assays?
TRPC4 PAM: inactive; TRPC6 act: inactive; TRPC6 inh: inactive; MrgX1 allo act: inactive; TMEM16A act: inactive; TRPC4 inh: inactive; MrgX1 antagonist: inactive; TMEM16A inh: inactive; TRPC4 agonist: inactive; MrgX1 ag: inactive; RGS4 block: inactive

What do the screens show for `COc1cc(OC)c2cc(C(=O)N[C@@H](Cc3ccccc3)C(=O)O)n(C)c2c1`?
TRPC4 PAM: inactive; TRPC6 act: inactive; TRPC6 inh: inactive; MrgX1 allo act: inactive; TMEM16A act: inactive; TRPC4 inh: inactive; MrgX1 antagonist: inactive; TMEM16A inh: inactive; TRPC4 agonist: inactive; MrgX1 ag: inactive; RGS4 block: inactive

How did Cc1cc(C)n(CCC(=O)Nc2ccc(-c3ccno3)cc2)n1 do in these assays?
TRPC4 PAM: inactive; TRPC6 act: inactive; TRPC6 inh: inactive; MrgX1 allo act: inactive; TMEM16A act: inactive; TRPC4 inh: inactive; MrgX1 antagonist: inactive; TMEM16A inh: inactive; TRPC4 agonist: inactive; MrgX1 ag: inactive; RGS4 block: inactive

Results for CCOC(=O)c1c(NC(=O)c2c(C)noc2C)sc2c1CCCCC2 ?
TRPC4 PAM: inactive; TRPC6 act: inactive; TRPC6 inh: inactive; MrgX1 allo act: inactive; TMEM16A act: inactive; TRPC4 inh: inactive; MrgX1 antagonist: inactive; TMEM16A inh: inactive; TRPC4 agonist: inactive; MrgX1 ag: inactive; RGS4 block: inactive

How did Cc1nnc(SCC(=O)c2cc(C)n(-c3c(C)n(C)n(-c4ccccc4)c3=O)c2C)s1 do in these assays?
TRPC4 PAM: inactive; TRPC6 act: inactive; TRPC6 inh: inactive; MrgX1 allo act: inactive; TMEM16A act: inactive; TRPC4 inh: inactive; MrgX1 antagonist: inactive; TMEM16A inh: inactive; TRPC4 agonist: inactive; MrgX1 ag: inactive; RGS4 block: inactive

What do the screens show for `CCOC(=O)c1cnn(-c2cc(C)c3ccccc3n2)c1N`?
TRPC4 PAM: inactive; TRPC6 act: inactive; TRPC6 inh: inactive; MrgX1 allo act: inactive; TMEM16A act: inactive; TRPC4 inh: inactive; MrgX1 antagonist: inactive; TMEM16A inh: inactive; TRPC4 agonist: inactive; MrgX1 ag: inactive; RGS4 block: inactive

Not a hit list; 5.8% or so of the library scored in one or more.
